KCNK3 inh = human KCNK3 channel inhibition, primary screen | O14649 | CHO-KCNK3 thallium flux, FluxOR fluorescence; stronger effect = lower value | B-score at 10 µM | actives 0.84% (n = 340,000) | AID 602410;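 active = B-score under library mean minus 4 SD, starting fluorescence ratio at most library mean plus 5 SD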;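 note: more negative B-score means stronger inhibition of thallium flux through KCNK3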
hERG rescue = hERG (human) protection from proarrhythmic block; activation (rescue from dofetilide block), less the hit threshold, % at 10 µM; CHO-hERG, FluxOR thallium flux, dofetilide IC70 present; AID 1511; Q12809; actives 0.51% (n = 310,000);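 active = activation above the mean of controls blocked by dofetilide plus 5 SD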;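 note: thallium influx through hERG after potassium depolarization seen as dye fluorescence rise; in these data hits start at about 4.7%; inactives centre near -7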
HDAC3 inhib = inhibitors of human histone deacetylase 3; AID 2718; actives 0.15% (n = 320,000); recombinant HDAC3, fluorogenic peptide/trypsin coupled, fluorescence; inhibition, % at 8.3 µM; O15379; in the data active = inhibition above about 26%, passing the limit was not always enough
Target sequence (O15379 whole entry, looked up): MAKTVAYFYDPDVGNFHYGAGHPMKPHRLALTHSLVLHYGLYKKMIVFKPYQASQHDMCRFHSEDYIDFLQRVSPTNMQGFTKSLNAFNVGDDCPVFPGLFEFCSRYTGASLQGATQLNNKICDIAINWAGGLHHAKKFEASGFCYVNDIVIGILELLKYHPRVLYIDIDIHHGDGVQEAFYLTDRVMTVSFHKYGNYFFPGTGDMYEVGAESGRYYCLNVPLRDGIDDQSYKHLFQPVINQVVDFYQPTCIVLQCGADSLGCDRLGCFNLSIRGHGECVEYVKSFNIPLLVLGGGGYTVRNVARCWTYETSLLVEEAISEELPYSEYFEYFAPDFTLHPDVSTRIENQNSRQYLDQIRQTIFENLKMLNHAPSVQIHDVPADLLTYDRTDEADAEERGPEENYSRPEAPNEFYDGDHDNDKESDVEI
KCNK9 block = inhibitors of human KCNK9 two-pore domain potassium channel; Q9NPC2; HEK293 KCNK9, FluxOR thallium flux fluorescence; stronger effect = lower value; B-score at 10 µM; actives 1.2% (n = 310,000);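 active = ratio B-score over 3 SD below the library mean, with starting fluorescence within 5 SD of its mean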;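 note: negative B-score means less thallium flux so channel inhibition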
Target sequence (Q9NPC2 whole entry, looked up, the tested form may be a part): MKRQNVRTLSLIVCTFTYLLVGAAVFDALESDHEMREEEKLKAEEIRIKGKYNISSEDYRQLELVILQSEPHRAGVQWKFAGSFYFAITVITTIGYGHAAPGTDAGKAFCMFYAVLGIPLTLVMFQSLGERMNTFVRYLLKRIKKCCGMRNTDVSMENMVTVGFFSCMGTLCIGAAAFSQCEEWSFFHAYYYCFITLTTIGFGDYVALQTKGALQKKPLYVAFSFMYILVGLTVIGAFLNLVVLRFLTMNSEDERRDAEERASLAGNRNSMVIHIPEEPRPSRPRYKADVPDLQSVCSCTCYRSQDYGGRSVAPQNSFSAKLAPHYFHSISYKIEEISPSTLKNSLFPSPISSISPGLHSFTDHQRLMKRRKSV
KCNQ1 inh = blocks the human KCNQ1 potassium channel. actives 1.3% (n = 310,000). P51787. CHO-K1 KCNQ1, FluxOR thallium flux fluorescence; stronger effect = higher value. B-score at 10 µM. AID 2642;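 active = compounds whose thallium flux B-score, printed positive for inhibition, exceeds three library SD while starting fluorescence stays within three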;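 note: channel opened by potassium depolarization with thallium stimulus after 20 min compound exposure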
TMEM16A inh = blocks the mouse calcium-activated chloride channel TMEM16A | Q8BHY3 | HEK293 TMEM16A/YFP iodide influx fluorescence, ionomycin | normalized B-score (activity score, 25-100; higher = stronger inhibition) at 10 µM | actives 1.2% (n = 310,000) | AID 588511;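 active = ratio plate-corrected score three or more library SD toward inhibition, starting fluorescence score within five deviations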;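 note: score derived from kinetic fluorescence span divided by baseline fluorescence per well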
TRPC4 PAM = allosterically enhances the mouse TRPC4 cation channel; HEK293 TRPC4beta/mu-opioid, DAMGO EC20, Fluo-4 Ca2+ flux; stronger effect = higher value; B-score at 10 µM; actives 0.42% (n = 310,000); AID 2227;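 active = B-score of calcium response area above 5 SD of library B-scores, with initial fluorescence ratio within 5 SD of library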;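 note: B-score of integrated fluorescence ratio over time as area under calcium response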
KCNQ1 pot = potentiates or activates the human KCNQ1 potassium channel | B-score at 10 µM | actives 0.35% (n = 310,000) | CHO-K1 KCNQ1, thallium flux FluxOR fluorescence; stronger effect = higher value | P51787;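 active = fluorescence ratio B-score, a plate-corrected score, at least three library SD, with initial intensity B-score within 5 SD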
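System: CHO-K1 cells stably expressing KCNQ1 / Medium: assay buffer for compound exposure, DMSO matched across wells / Reagent: thallium- and potassium-containing depolarizing buffer / Compound: one concentration, matched DMSO / Incubation: 20 min compound pretreatment at room temperature / Measured by: kinetic FluxOR fluorescence, 10 s baseline plus 110 s post-stimulus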
Dyrk1A ADPGlo = blocks rat Dyrk1A kinase activity | Q63470 | ADP-Glo luminescence, NFATc1 peptide | inhibition, % at 12.5 µM | actives 0.43% (n = 310,000) | AID 504441; in the data active = inhibition above about 50%;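 note: plate controls were vehicle with enzyme for no effect and no enzyme for full effect; many of its hits are not listed in these tables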
TMEM16A act = activates or potentiates the mouse TMEM16A chloride channel; Q8BHY3; HEK293 TMEM16A/YFP-H148Q/I152L, iodide quench fluorescence; stronger effect = lower value; B-score at 10 µM; actives 0.3% (n = 340,000); AID 623877;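 active = fluorescence-ratio B-score plate-corrected deviation score at least 3 library SD below zero, with starting fluorescence score within 5 deviations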;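 note: channel opened by trigger with iodide after compound preincubation; score built on the fluorescence ratio of max minus min over baseline; more negative score means more quench and so TMEM16A activation or potentiation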
TRPC4 agonist = activators of mouse TRPC4 channel. B-score at 10 µM. HEK293 TRPC4beta/mu-opioid, Fluo4 calcium fluorescence; stronger effect = higher value. actives 0.49% (n = 310,000). AID 2237;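 active = B-score above 5 SD of library B-scores, and initial fluorescence ratio not above library mean plus 5 SD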;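 note: positive B-score marks a calcium rise read as TRPC4 activation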
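Assay system: HEK293 stable line with TRPC4beta plus mu-opioid receptor. Times: dye 45 min RT, read 110 s. Measured by: kinetic Fluo4 calcium fluorescence. Measure: B score of integrated ratio. Controls: assay buffer as low control, maximal DAMGO as high control.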
An asterisk follows results filed as active; i = inactive; · = no result given.

Values run as follows: KCNK3 inh, hERG rescue, KCNQ1 pot, TMEM16A inh, TMEM16A act, TRPC4 agonist, KCNK9 block, HDAC3 inhib, TRPC4 PAM, KCNQ1 inh, Dyrk1A ADPGlo
> CCOC(=O)c1c(NC(=O)C(C)Sc2cn(C)c3ccccc23)sc2c1CCC2 (stereo not given)
    i, -15, i, i, i, i, i, 9, i, i, 9
> O=C(O)[C@@H]1CSC2c3ccccc3C(=O)N21 (stereo not given in full)
    i, -7, i, i, i, i, i, -5, i, i, 1
> Cc1ccc[n+](CC(=O)Nc2cccc(Cl)c2)c1
    i, -1, i, i, i, i, i, -9, i, i, ·
> NS(=O)(=O)c1ccc(CCn2c(=S)[nH]c3ccc(F)cc3c2=O)cc1
    i, -11, i, i, i, i, i, -3, i, i, -3
> CC(OC(=O)c1ccc(NS(=O)(=O)c2ccc3[nH]c(=O)[nH]c3c2)cc1)C(N)=O (stereo not given)
    i, -8, i, i, i, i, i, 8, i, i, 2
> CC(C)(C)c1ccc(C(=O)NCc2nnc(SCC(=O)N3CCCc4ccccc43)n2-c2ccccc2)cc1
    i, -6, i, i, i, i, i, -1, i, i, -2
> NC(=O)C1(N2CCCCC2)CCN(C(=S)Nc2ccc(S(N)(=O)=O)cc2)CC1
    i, -13, i, i, i, i, i, -1, i, i, -2
> C=CCOC(=O)COc1ccc2c(C)c(CC)c(=O)oc2c1
    i, -10, i, i, i, i, i, -32, i, i, -4
> Clc1ccc(C[n+]2cc(-c3ccccc3)n3c2CCC3)cc1
    i, -10, i, i, i, i, i, -3, i, i, 5
> Cc1cccc2cc(CN(C(=S)NCC(C)C)C3CCCC3)c(=O)[nH]c12
    i, -5, i, i, i, i, i, -4, i, i, 3
> CCCCNS(=O)(=O)c1ccc2nc(-c3cccnc3)cc(C(=O)NCCCOC)c2c1
    i, -3, i, i, i, i, i, -6, i, i, ·
> COc1ccc2c(c1)CCc1cn[nH]c1-2
    i, -7, i, i, i, i, i, -5, i, i, 51*
> Cc1ccnc(NC(=O)c2ccoc2C)c1
    i, -3, i, i, i, i, i, -3, i, i, -2
> Cc1ccc(SC(=O)c2c(C)noc2-c2cc(C)on2)cc1
    i, -10, i, i, i, i, i, -4, i, i, 7
> COc1ccc(N2C(=O)C3CCCN3C2c2ccc(Cl)cc2)cc1 (stereo not given)
    i, -7, i, i, i, i, i, -3, i, i, -5
> CCOc1cccc(/C=N/NC(=O)c2ccc3c(c2)OCCO3)c1O
    i, 0, i, i, i, i, i, 1, i, i, 3
> COCCn1nnnc1C(c1cc2cc(C)ccc2[nH]c1=O)N1CCCCCC1 (stereo not given)
    i, -9, i, i, i, i, i, -1, i, i, 2
> O=C(NCCCN1CCN(c2ccc(F)cc2)CC1)Nc1ccc([N+](=O)[O-])cc1
    i, -16, i, i, i, i, i, -4, i, i, 0
> CCC1=NN(C(=O)Cc2ccc([N+](=O)[O-])cc2)C(O)(c2ccc(Br)cc2)C1 (stereo not given)
    i, -11, i, i, i, i, -9.9*, 6, i, i, -2
> Cc1cccc(Cn2ccc(-c3ccc(Cl)cc3)c(C#N)c2=O)c1
    i, -7, i, i, i, i, i, 7, i, i, 2
> O=C(C1CCC(=O)N(C2CC2)C1)N1CCN(c2ccc(Cl)cc2)CC1 (stereo not given)
    i, -11, i, i, i, i, i, -3, i, i, -3
> Nc1nnn(CC(=O)N/N=C/c2cccc3ccccc23)n1
    i, -2, i, i, i, i, i, 3, i, i, 3
> O=C(CSCc1ccc(Cl)cc1Cl)Nc1ccccc1C(=O)Nc1ccc(C(=O)O)cc1
    i, -14, i, i, i, i, i, 2, i, i, -2
> NS(=O)(=O)c1ccc(NC(=O)CN2CCCN(S(=O)(=O)c3ccc(F)cc3)CC2)cc1
    i, -10, i, i, -7.8*, i, i, 5, i, i, 2
> NC(=O)C1(N2CCCCC2)CCN(C(=O)NC23CC4CC(CC(C4)C2)C3)CC1
    i, -2, i, i, i, i, i, -8, i, i, 0
> COc1cccc(C(=O)Nc2cc3c4c(c2)CC(=O)N4CCC3)c1
    i, -5, i, i, i, i, i, 2, i, i, 5
> COc1ccc(OC)c(NC(=S)N2CCc3ccccc3C2)c1
    i, -11, i, i, i, i, i, 0, i, i, -65
> CSCCC(NC(=O)c1ccccc1)C(=O)NC1CC1 (stereo not given)
    i, -10, i, i, i, i, i, 0, i, i, 2
> CC(C)c1onc(C(=O)NCc2ccc(Cl)cc2)c1[N+](=O)[O-]
    i, -8, i, i, i, i, i, -6, i, i, -1
> COc1ccc(-c2cc(C(=O)NCCCn3ccnc3)c3ccccc3n2)c(OC)c1
    i, -4, i, i, i, i, i, 3, i, i, -6
> N#Cc1c(-c2cccc(Br)c2)cc(-c2ccco2)[nH]c1=O
    i, -4, i, i, i, i, i, -22, i, i, 18
> CS(=O)(=O)N1CCc2cc(C(=O)NC3CC3)ccc21
    i, -1, i, i, i, i, i, 2, i, i, -1
> COc1cccc(C(=O)NCC(=O)N2CCC(C)CC2)c1
    i, -9, i, i, i, i, i, 1, i, i, 0
> Cc1ccc(C(=O)N/N=C\c2ccccn2)cn1
    i, -4, i, i, i, i, i, -11, i, i, -1
> O=C(COC(=O)c1cccnc1Cl)c1ccc(OC(F)F)cc1
    i, -3, i, i, i, i, i, 4, i, i, ·
> COc1ccc(C(=O)COC(=O)CCCN=C2NS(=O)(=O)c3ccccc32)c(OC)c1
    i, -12, i, i, i, i, i, ·, i, i, 1
> COC(=O)c1ccccc1NC(=O)C1CCCO1 (stereo not given)
    i, -8, i, i, i, i, i, -3, i, i, -6
> CC(=O)c1c(C)nc(-c2cccc([N+](=O)[O-])c2)n1O
    i, -10, i, i, i, i, i, 5, i, i, 0
> CCn1c(=O)c2ccccc2n(Cc2ccccc2C)c1=O
    i, -9, i, i, i, i, i, -4, i, i, 4
> CCN(CC)CCNC(=O)C(=O)Nc1cc2c3c(c1)CC(=O)N3CCC2
    i, -5, i, i, i, i, i, -2, i, i, 4
> Cc1ccc(Cl)cc1N1CCN(Cc2cc3c(cc2O)CCC3)CC1
    i, -16, i, i, i, i, i, 4, i, i, -5
> CCNC(=S)NNC(=O)CCn1cc(C)cn1
    i, -10, i, i, i, i, i, -7, i, i, 3
> COc1ccc(CCNC(=O)[C@H](C)NC(=O)N2CCn3c2nc2ccccc23)cc1OC
    i, -4, i, i, i, i, i, -3, i, i, -3
> COc1ccc(-c2cc(C(=O)OC3CCOC3=O)c3ccccc3n2)cc1 (stereo not given)
    i, -26, i, i, i, i, i, 2, i, i, 12
> C/C(=N\O)c1ccc2c3c([nH]c2c1)CCCC3
    i, -10, i, i, i, i, i, -3, i, i, 9
> N#CCSc1nc2c(c(=O)n1Cc1ccccc1)C1(CCCC1)Cc1ccccc1-2
    i, -1, i, i, i, i, i, -2, i, i, 9
> CCOc1cc(/C=C2/C(=N)N3C=CSC3=NC2=O)ccc1OCCCOc1ccccc1C
    i, -8, i, i, i, i, i, -3, i, i, ·
> Cc1c(Nc2nc3ccccc3nc2NS(=O)(=O)c2ccccc2)c(=O)n(-c2ccccc2)n1C
    i, -13, i, i, i, i, i, 0, i, i, -1
> COC(=O)c1cc2occc2n1Cc1nc(-c2ccccc2Cl)oc1C
    i, -5, i, i, i, i, i, 2, i, i, -1
> CCC/C(=N\NC(=O)c1ccccc1C)c1ccccc1
    i, -4, i, i, i, i, i, -3, i, i, -1
> CCOc1ccccc1OCCC(=O)Nc1ccc(F)c(Cl)c1
    i, -3, i, i, i, i, i, 10, i, i, 0
> CN(C)c1ccc(/C=N/NC(=O)C(=O)N2CCCCCC2)cc1
    i, -11, i, i, i, i, i, 4, i, i, 2
> CCN1CCN(C(=O)C(=O)c2cn(CC(=O)N3CCCC3)c3ccccc23)CC1
    i, -7, i, i, i, i, i, 4, i, i, 1
> O=C(N/N=C/c1ccc([N+](=O)[O-])s1)C(O)c1ccccc1 (stereo not given)
    i, -14, i, i, i, i, i, 2, i, i, 2
> N#CC1=C(SCc2ccccc2)NC(=O)CC1c1ccccc1 (stereo not given)
    i, -8, i, i, i, i, i, 0, i, i, 2
> COc1ccc(CCNC(=O)CSc2nnc(CNC(=O)c3ccco3)o2)cc1OC
    i, 1, i, i, i, i, i, 8, i, i, 0
> CCC(C)Sc1ccc([C@@H]2[C@@H]3C(=O)N(C)C(=O)[C@@H]3[C@]3(C(=O)OC)CCCCN23)cc1 (stereo not given in full)
    i, -7, i, i, i, i, i, 1, i, i, 4
> C#Cc1ccc([C@@H]2C=C(C(=O)N3CCOCC3)O[C@H](OCCCCO)C2)cc1
    i, -6, i, i, i, i, i, -5, i, i, -10
> CCOC(=O)c1oc2c(C)c(O)ccc2c(=O)c1-c1nncn1-c1ccccc1
    i, -7, i, i, i, i, i, 7, i, i, 10
> O=C(Nc1ccc(Cl)c(Cl)c1)OCc1cncs1
    i, -11, i, i, i, i, i, -6, i, i, -11

Compound profiles (already shown):
Profile of COc1cccc(C(=O)NCC(=O)N2CCC(C)CC2)c1 : KCNK3 inh: i; hERG rescue: -9; KCNQ1 pot: i; TMEM16A inh: i; TMEM16A act: i; TRPC4 agonist: i; KCNK9 block: i; HDAC3 inhib: 1; TRPC4 PAM: i; KCNQ1 inh: i; Dyrk1A ADPGlo: 0
Profile of CCOC(=O)c1oc2c(C)c(O)ccc2c(=O)c1-c1nncn1-c1ccccc1 : KCNK3 inh: i; hERG rescue: -7; KCNQ1 pot: i; TMEM16A inh: i; TMEM16A act: i; TRPC4 agonist: i; KCNK9 block: i; HDAC3 inhib: 7; TRPC4 PAM: i; KCNQ1 inh: i; Dyrk1A ADPGlo: 10

Next section
Values run as follows: KCNK3 inh, hERG rescue, KCNQ1 pot, TMEM16A inh, TMEM16A act, TRPC4 agonist, KCNK9 block, HDAC3 inhib, TRPC4 PAM, KCNQ1 inh, Dyrk1A ADPGlo
> CCN(CC)c1ccc(/C=N/Nc2nn[nH]n2)cc1
    i, -9, i, i, i, i, i, -2, i, i, 10
> O=C(CCn1cncn1)N1CCN(S(=O)(=O)c2ccc(Cl)cc2)CC1
    i, -4, i, i, i, i, i, 3, i, i, -3
> CCN(CC)c1ccc(S(=O)(=O)N(CC)CC)cc1NC(=O)C1CCCC1
    -9.4*, -11, i, i, i, i, i, -1, i, i, 0
> CN(Cc1ccc(F)cc1)C(=O)CNC(=O)C1CCCCC1
    i, -5, i, i, i, i, i, -2, i, i, -4

Compound activity (PubChem BioAssay)

An excerpt (hit frequency here may not be typical).
